Screening results as filed in PubChem.
HP1b chromo inh: HP1-beta chromodomain-methylated histone interaction inhibition. P83916. AlphaScreen HP1-beta / biotin-H3K9me3 peptide binding. Potency, µM (doses to about 114 µM), inactives show top-dose activity change, negative = inhibition, most hits filed as inhibitors. 0.56% of 390,000 active; also: potency is read from the fitted curve at half-maximal effect; nearly all actives have a fitted effect of over 70% in size; inactives centre near 23
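HP1-beta protein (50 nM final) preincubated 30 min at room temperature with biotinylated H3(1-18)K9me3 peptide (50 nM) in PBS pH 7.4, 0.01% Tween-20, then compound added for 30 min. AlphaScreen streptavidin donor/nickel chelate acceptor beads (10 ug/mL final), 30 min dark, luminescence read.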
G9a inh: G9a (human) methyltransferase inhibition. Q96KQ7. Potency, µM (titrated, usually from 102 µM), inactives show top-dose activity, negative = inhibition, most hits filed as inhibitors. G9a H3K9 monomethylation, AlphaScreen, 2 h. 8.8% of 350,000 active; also: potency is read from the fitted curve at half-maximal effect; % is scaled to controls: 0 for no effect and ±100 for the full control effect; nearly all actives have a fitted effect of over 75% in size
Target sequence (Q96KQ7 913-1193 limits assumed): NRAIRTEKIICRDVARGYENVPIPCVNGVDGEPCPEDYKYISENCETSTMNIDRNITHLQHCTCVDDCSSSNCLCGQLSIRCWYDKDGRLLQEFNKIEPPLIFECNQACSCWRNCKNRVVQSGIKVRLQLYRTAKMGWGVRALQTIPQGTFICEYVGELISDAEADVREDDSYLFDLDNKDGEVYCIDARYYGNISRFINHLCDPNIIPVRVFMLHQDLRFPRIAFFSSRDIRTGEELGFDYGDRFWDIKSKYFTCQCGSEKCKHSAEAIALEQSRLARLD
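Compounds were preincubated with 20 nM G9a for 15 min, after which biotinylated H3K9 peptide (500 nM) and SAM (20 uM) started a 2 h room-temperature reaction. Monomethylated product was quantified by antibody-based AlphaScreen chemiluminescence.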
Pin1 inh: blocks the human prolyl isomerase Pin1. Q13526. Potency, µM (titrated, usually from 115 µM), for the others: top-dose activity, negative = inhibition, most hits filed as inhibitors. Pin1 FP peptide displacement, HiFluor488, 10 min. 0.009% of 390,000 active; active = well fitted inhibition curve with a large enough effect in the polarisation, with a control signal flat, not every such curve was filed as active; inconclusive = small, poorly fitted or top-dose-only effect, or effect the other way, or a change in a side signal; inactive = no such curve, though single readings can be large or run the other way; the % refers to the polarisation; also: potency is read from the fitted curve at half-maximal effect; % is scaled to controls: 0 for no effect and ±100 for the full control effect
Target sequence (Q13526 whole entry, looked up): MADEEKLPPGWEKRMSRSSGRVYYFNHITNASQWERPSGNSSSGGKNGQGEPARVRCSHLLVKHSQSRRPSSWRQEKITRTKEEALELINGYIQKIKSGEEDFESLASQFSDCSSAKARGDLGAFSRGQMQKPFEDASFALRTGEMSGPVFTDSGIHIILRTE
PGK inhibitor: T. brucei PGK inhibition. P07378. PGK/GAPDH coupled, Kinase-Glo luminescence, 60 min. Potency, µM (series often up to 57.5 µM), for the others: at the top dose activity change, negative = inhibition, actives largely listed as inhibitors. 0.043% of 380,000 active; also: potency is read from the fitted curve at half-maximal effect; % is scaled to controls: 0 for no effect and ±100 for the full control effect; nearly all actives have a fitted effect of over 60% in size
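Recombinant glycosomal PGK reaction used 1,3-bisphosphoglycerate generated in-well by GAPDH (100nM final) in 100mM TEA pH 7.6, 5mM MgCl2, 0.01% Tween-20. After 60 minutes at room temperature, ATP was read by Kinase-Glo Plus luminescence end-point.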
PI4K2A inh: PI4K2A (human) kinase inhibition. purified PI4K2A, ADP-Glo luminescence, 1 h; hits give low values. activity change, negative = inhibition, % at 76.9 µM. 0.13% of 420,000 active. AID 1346378; in the data active = activity change below about -50%; inconclusive = mostly about -30% to -49%;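 also: -100% = wells without enzyme as full effect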
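PI4K2A activity was measured by ADP-Glo luminescence: enzyme (4 ug/mL stock) and phosphatidylinositol (1.2 mM stock) in Tris pH 7.5/MgCl2/EGTA/Triton X-100 buffer were reacted with ATP (300 microM stock) for one hour at ambient temperature.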
POLH inh: inhibitors of human DNA polymerase eta | Q9Y253 | recombinant Pol eta, fluorescent DNA replication assay | Potency, µM (titrated, usually from 114 µM), for the others: at the top dose activity change, negative = inhibition, actives largely listed as inhibitors | 1.2% of 390,000 active; also: potency is read from the fitted curve at half-maximal effect; % is scaled to controls: 0 for no effect and ±100 for the full control effect
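Fluorescent replication assay: 50 nM final substrate added after a 15 min room-temperature compound preincubation with 10 nM enzyme. Signal taken at 0 min and again at 10 min.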
GLS inh: blocks human kidney-isoform glutaminase activity; GLS enzymatic activity, qHTS titration; Potency, µM (top dose mostly 45.5 µM), inactives show top-dose activity change, negative = inhibition, actives largely listed as inhibitors; 0.21% of 410,000 active; also: potency is read from the fitted curve at half-maximal effect; % is scaled to controls: 0 for no effect and ±100 for the full control effect
Target sequence (O94925 whole entry, looked up, canonical isoform): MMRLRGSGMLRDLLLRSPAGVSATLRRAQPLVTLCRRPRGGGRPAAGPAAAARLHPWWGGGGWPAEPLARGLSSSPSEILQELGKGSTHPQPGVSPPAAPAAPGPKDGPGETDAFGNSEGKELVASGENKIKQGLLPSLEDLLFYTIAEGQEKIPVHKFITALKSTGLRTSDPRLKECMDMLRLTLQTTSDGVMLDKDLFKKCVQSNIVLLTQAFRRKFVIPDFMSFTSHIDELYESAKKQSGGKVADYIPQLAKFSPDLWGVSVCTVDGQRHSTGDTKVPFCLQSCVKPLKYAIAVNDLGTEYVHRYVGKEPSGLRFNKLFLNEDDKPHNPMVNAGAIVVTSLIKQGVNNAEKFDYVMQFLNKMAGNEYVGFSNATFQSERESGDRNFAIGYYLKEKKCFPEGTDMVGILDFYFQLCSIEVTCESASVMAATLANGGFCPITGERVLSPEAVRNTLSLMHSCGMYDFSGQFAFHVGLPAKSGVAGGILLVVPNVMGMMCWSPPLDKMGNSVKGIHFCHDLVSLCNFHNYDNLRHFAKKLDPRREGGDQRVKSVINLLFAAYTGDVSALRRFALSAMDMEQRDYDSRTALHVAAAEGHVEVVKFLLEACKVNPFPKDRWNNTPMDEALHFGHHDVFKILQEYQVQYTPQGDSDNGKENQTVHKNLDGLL
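hKGA; 45 mM KH2PO4 pH 8.2 + 0.02% Tween-20; cpd via pin tool; 1 mM Gln soln; GluOx/HRP/Amplex Red; RT 30 min; fluor. t0 & final.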
BAZ2B inh: inhibitors of human BAZ2B bromodomain; Q9UIF8; 4.4% of 360,000 active; AlphaScreen BAZ2B-H3K14Ac peptide displacement; AID 504333; Potency, µM (top dose mostly 114 µM), for the others: at the top dose activity change, negative = inhibition, usual class: inhibitors; also: potency is read from the fitted curve at half-maximal effect; % is scaled to controls: 0 for no effect and ±100 for the full control effect; nearly all actives have a fitted effect of over 60% in size
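Complex of BAZ2B and biotin-H3K14Ac (50 nM apiece) forms over 30 min at RT, then faces library compounds up to 110 uM for another 30 min; AlphaScreen beads added, 20 min dark incubation, luminescence read.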
JMJD2A Tudor inh: JMJD2A Tudor domain (human) inhibition | 4.4% of 390,000 active | Potency, µM (top dose mostly 114 µM), without a hit: at the highest dose activity change, negative = inhibition, usual class: inhibitors | AlphaScreen JMJD2A-Tudor / H3K4me3 peptide binding | O75164 | AID 504339; also: potency is read from the fitted curve at half-maximal effect; % is scaled to controls: 0 for no effect and ±100 for the full control effect; nearly all actives have a fitted effect of over 50% in size
* marks the source's active call; other numbers are inactive results; i = inactive; ? = inconclusive; / = no result given; [ ] = dose if it differs, or a comment. Unless noted, calls follow the shape of the dose curve; as a rule, active = well fitted curve in the direction sought with a large enough effect; inconclusive = small, poorly fitted or top-dose-only effect, or another doubt; inactive = no such curve, though single readings can be large; an effect the other way counts as inactive or inconclusive. These rows are one share of the data; the hit share may differ from the screen's.

Start of the data: the first 2 entries as a preview:
HP1b chromo inh	G9a inh	Pin1 inh	PGK inhibitor	PI4K2A inh	POLH inh	GLS inh	BAZ2B inh	JMJD2A Tudor inh	compound
18%	10%[2.33 µM]	7%	-10%	3	-5%	4%	23%	-9%	Cc1ccc(N2CC(C(=O)OCC(=O)c3c(N)n(CC(C)C)c(=O)n(C)c3=O)CC2=O)cc1 (stereo not given)
?	?	3%	i	3	1%	4%	50µM*	3.5µM*	CC1CCN(CCOc2cc(Cl)ccc2Cl)CC1

The list itself, previewed entries included:
HP1b chromo inh	G9a inh	Pin1 inh	PGK inhibitor	PI4K2A inh	POLH inh	GLS inh	BAZ2B inh	JMJD2A Tudor inh	compound
18%	10%[2.33 µM]	7%	-10%	3	-5%	4%	23%	-9%	Cc1ccc(N2CC(C(=O)OCC(=O)c3c(N)n(CC(C)C)c(=O)n(C)c3=O)CC2=O)cc1 (stereo not given)
?	?	3%	i	3	1%	4%	50µM*	3.5µM*	CC1CCN(CCOc2cc(Cl)ccc2Cl)CC1
27%[57 µM]	3%[59 µM]	-3%	0%	-2	-11%	54%[activator]	5%	1%	CCN1CCN(Cc2c(O)ccc3c(C)c(-c4ccccc4)c(=O)oc23)CC1
14%	-6%	-2%	1%	-3	-6%	0%	-10%	-14%	CCOC(=O)C1C(=O)N(O)CC1c1cccc(Oc2ccccc2)c1 (stereo not given)
8%	?	11%	3%	0	-16%	2%	?	?	CN1CCN(c2ccc(Cl)cc2NC(=O)CCN2C(=O)c3ccccc3C2=O)CC1
22%	21%	-2%	0%	0	-9%	3%	10%	-1%	COc1ccc(OC)c(S(=O)(=O)N2CCCCCC2)c1
34%	-8%[59 µM]	-1%	-9%	-5	-19%	-12%	3%	-14%	COc1ccc(C)cc1NC(=O)CSc1nc(=O)n(CCCN2CCOCC2)c2c1CCCC2
27%	-7%[59 µM]	?	1%	-4	-8%	17%	?	-14%	O=C(COC(=O)c1cc(=O)[nH]c2ccccc12)Nc1nc(-c2ccccc2)cs1
17%	-22%[12.7 µM]	2%	-1%	-1	-1%	6%	-6%	-15%	Cc1cc(C)cc(N2CC(C(=O)O)CC2=O)c1 (stereo not given)
26%[57 µM]	50µM*	-6%	-3%	1	-18%	-5%	-27%	-8%	CC(=O)NC(=S)Nc1ccccc1N1CCCCC1
17%	/	6%	8%	1	-8%	5%	/	-14%	CN(C)C(=O)CCc1ccc2c3c([nH]c2c1)[C@]1(C)[C@@H](C(=O)N2CCCCC2)C[C@H](CC(=O)NC(C)(C)C)C(=O)N1CC3
38%[activator]	-2%	-11%	-5%	-1	5%	-5%	-2%[57.1 µM]	-10%	CC1CCN(CCCNC(=O)C2CCN(S(=O)(=O)N3CCC4(CC3)OCCO4)CC2)CC1

Continued:
HP1b chromo inh	G9a inh	Pin1 inh	PGK inhibitor	PI4K2A inh	POLH inh	GLS inh	BAZ2B inh	JMJD2A Tudor inh	compound
4%	6%[59 µM]	-2%	-8%	-3	-15%	9%	6%	-1%	CC1CCN(C(=O)c2ccc(-n3cnnn3)cc2)CC1
17%	8%[59 µM]	-5%	-9%	-7	-21%	0%	5%	-11%	Cc1ccc(S(=O)(=O)N2CCOCC2)cc1NC(=O)COc1cccc(-n2cnnn2)c1
20%	2%[59 µM]	48%[activator]	i	-8	2%	0%	5%	-14%	COCCCn1c(=O)/c(=C\c2ccc(OC(F)F)c(OC)c2)s/c1=C(/C#N)C(N)=O
-9%	?	?	5%	11	5%	2%	?	-18%	COC(=O)c1ccccc1NC(=S)NC(=O)c1ccc(C)cc1
/	/	/	0%	-1	-5%	-2%	/	/	Cc1ccc([C@H]2C[C@@H](O)[C@H](n3cc(C4CC4)nn3)CN2C(=O)c2cccs2)cc1
-2%	1%[59 µM]	2%	-11%	1	-22%	13%	-12%	-31%	COc1ccc(NC(=S)N(CCCN2CCOCC2)C(C)c2cc3cccc(OC)c3o2)cc1 (stereo not given)
18%	?	?	-4%	-1	-5%	-5%	-8%	-26%	O=C(CSc1ccc2nnc(-c3ccccc3)n2n1)NCc1ccco1
44%[activator]	-30%	-2%	-4%	-4	8%	2%	-23%	-10%	COc1ccc(OCC(=O)Nc2ccc(C)c(S(=O)(=O)N(C)C)c2)cc1
-1%	/	-5%	4%	9	-10%	4%	/	-3%	O=C(CC1Sc2ccccc2NC1=O)NNc1ccc(Cl)cc1Cl (stereo not given)
6%	-50%[59 µM]	63%[activator]	-6%	1	-4%	-10%	-11%[57.1 µM]	?	Cc1ccc(N2CCN(S(=O)(=O)c3ccc4[nH]c5c(c4c3)CCCCC5)CC2)c(C)c1
44%[activator]	19%[0.501 µM]	-2%	1%	-3	-4%	-3%	2%	-7%	COCC(=O)N(Cc1cc2cc(C)ccc2[nH]c1=O)c1ccc(C)c(C)c1
?	?	-4%	-2%	0	-9%	8%	?	?	O=[N+]([O-])c1cccc(S(=O)(=O)c2ccc(N3CCCCC3)c([N+](=O)[O-])c2)c1

Profiles, quoted from the list. Screens in order: HP1b chromo inh, G9a inh, Pin1 inh, PGK inhibitor, PI4K2A inh, POLH inh, GLS inh, BAZ2B inh, JMJD2A Tudor inh
`CC1CCN(C(=O)c2ccc(-n3cnnn3)cc2)CC1` as listed: 4%, 6%[59 µM], -2%, -8%, -3, -15%, 9%, 6%, -1%
`Cc1ccc([C@H]2C[C@@H](O)[C@H](n3cc(C4CC4)nn3)CN2C(=O)c2cccs2)cc1` as listed: /, /, /, 0%, -1, -5%, -2%, /, /
`O=[N+]([O-])c1cccc(S(=O)(=O)c2ccc(N3CCCCC3)c([N+](=O)[O-])c2)c1` as listed: ?, ?, -4%, -2%, 0, -9%, 8%, ?, ?
`Cc1ccc(S(=O)(=O)N2CCOCC2)cc1NC(=O)COc1cccc(-n2cnnn2)c1` as listed: 17%, 8%[59 µM], -5%, -9%, -7, -21%, 0%, 5%, -11%
`O=C(CSc1ccc2nnc(-c3ccccc3)n2n1)NCc1ccco1` as listed: 18%, ?, ?, -4%, -1, -5%, -5%, -8%, -26%

Following part
HP1b chromo inh	G9a inh	Pin1 inh	PGK inhibitor	PI4K2A inh	POLH inh	GLS inh	BAZ2B inh	JMJD2A Tudor inh	compound
76%[activator]	-32%	8%	0%	-5	-2%	-4%	-4%	-3%	C#CCSc1nnc(-c2c[nH]c3ccccc23)n1C
-18%	/	16%	-1%	2	-9%	-13%	/	-18%	CC(=O)Nc1ccc(NC(=O)C(C)OC(=O)c2ccc(S(=O)(=O)N3CCCCC3)cc2)cc1 (stereo not given)
18%	/	2%	-1%	3	?	-15%	2%	-14%	Cn1c(=O)n(C)c2cc(NC(=O)COc3ccc(F)cc3)ccc21
10%	10µM*	0%	-4%	5	5%	10%	-23%	-29%	CC1=C(C)/C(=N/OC(=O)c2cccc([N+](=O)[O-])c2)C=CC1=O
102%	-15%[59 µM]	-6%	-9%	6	-4%	-3%	8%	0%	CN(C(=O)c1ccc(C#N)cc1)c1nnc(-c2ccccn2)s1
57%[activator]	25µM*	-16%	i	0	-9%	-13%	-11%	-1%	CCOc1ccccc1OCC(=O)Nc1cc2c(cc1C(=O)O)OCCCO2
46%[activator]	10%	-10%	5%	3	-6%	6%	-7%	-10%	CC1=NN(S(=O)(=O)c2ccc(C)cc2)C(=O)c2ccccc2O1
20%	2%	-1%	-5%	2	-4%	-9%	3%	-17%	CCCCNC(=O)C1CCC(CNS(=O)(=O)c2c(C)cc(C)cc2C)CC1 (stereo not given)
15%	26%[59 µM]	0%	-5%	14	-6%	1%	0%	3%	Cc1ccc(Sc2nnc(Cc3ccccc3)c3ccccc23)cc1
-9%	5%[59 µM]	5%	-4%	-2	-11%	-13%	-1%	?	Cc1cc(NC(=O)CCC(=O)N(CC(=O)NC2CCCC2)c2cccc(F)c2)no1
/	/	/	10%	-4	1%	3%	/	/	COCC#Cc1cnc2c(c1)C(=O)N([C@H](C)CO)C[C@H](C)[C@@H](CN(C)S(=O)(=O)c1ccccc1)O2
25%	?	3%	3%	-2	-1%	12%	-26%	-24%	O=C(Nc1cccnc1)c1ccc(CN2CCc3ccccc3C2)cc1

Remaining list, next part
HP1b chromo inh	G9a inh	Pin1 inh	PGK inhibitor	PI4K2A inh	POLH inh	GLS inh	BAZ2B inh	JMJD2A Tudor inh	compound
6%	14%	-14%	-5%	2	-17%	4%	-4%	-14%	C/C(=N\NC(=O)c1cccc([N+](=O)[O-])c1)c1ccco1
30%	-47%	1%	/	1	-10%	2%	10%	-15%	Cc1ccc(-n2c(=O)[nH]cc(C(=O)Nc3ccc4c(c3)OCCO4)c2=O)cc1C
23%	?	-2%	-4%	0	7%	2%	-30%	-20%	COc1ccc2c(c1)CCc1cc(C(=O)N3CCN(c4ccc(N5CCOCC5)nn4)CC3)sc1-2
-2%	4%	-10%	9%	-1	-4%	9%	-13%	-2%[11.4 µM]	O=C(OCC(=O)C12CC3CC(CC(C3)C1)C2)c1cccnc1
34%	9%	-1%	-5%	1	-22%	1%	-4%	11%	COC(=O)COc1ccc(S(=O)(=O)NCCC2=CCCCC2)cc1Cl
42%[activator]	15%	-6%	-2%	-1	-14%	0%	?	11%	Cc1cc(C)cc(NS(=O)(=O)c2ccc(-c3cnc(C4CC4)o3)cc2)c1
18%	16%	-1%	-1%	-3	-5%	7%	0%	-1%	O=C1C=C(NCc2ccc(Cl)c(Cl)c2)CC1
22%	16%[59 µM]	?	5%	-7	0%	2%	6%	-4%	O=S(=O)(CCc1nnc(-c2ccccc2)o1)c1ccc2ccccc2c1
39%	-27%[59 µM]	7%	-5%	-3	0%	3%	19%	-6%	O=C(NCCCN1CCOCC1)c1ccc(Br)s1
/	/	/	i	1	-15%	9%	/	/	COc1cc2ccc(C(C)=O)c(O)c2cc1OC
